# aGal spleen mod: alpha-galactosidase A (human) modulation; P06280; human spleen homogenate, 4MU-alpha-Gal fluorescence, 40 min; Potency, µM (doses to about 80 µM), for inactives: at the top dose activity change, negative = inhibition, usual class: inhibitors; 240,000 compounds, 0.008% hits;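 note: 0% = enzyme with vehicle and -100% = no enzyme basal signal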
# Target sequence (P06280 32-429 limits assumed): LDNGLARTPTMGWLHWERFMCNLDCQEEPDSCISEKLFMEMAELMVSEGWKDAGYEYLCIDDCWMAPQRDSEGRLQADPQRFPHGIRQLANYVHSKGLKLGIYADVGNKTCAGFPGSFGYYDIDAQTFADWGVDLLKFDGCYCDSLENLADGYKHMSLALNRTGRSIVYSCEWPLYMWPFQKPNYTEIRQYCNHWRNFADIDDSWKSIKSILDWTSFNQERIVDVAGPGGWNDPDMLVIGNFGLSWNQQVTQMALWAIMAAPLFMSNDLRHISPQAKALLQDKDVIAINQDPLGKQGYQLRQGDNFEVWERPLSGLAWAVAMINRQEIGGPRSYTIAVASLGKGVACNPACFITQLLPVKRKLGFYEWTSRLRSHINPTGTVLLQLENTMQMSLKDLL
#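 Human spleen homogenate (1 ug) as enzyme source, 4-methylumbelliferyl-alpha-D-galactopyranoside 1 mM final, citrate/phosphate pH 5.0 with 0.01% Tween-20. Compounds 40 min at 37C, NaOH/glycine stop; fluorescence Ex 365/Em 440, Hill-fit AC50.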
# aGlu spleen mod: lysosomal alpha-glucosidase (human) modulation; P10253; human spleen homogenate, 4-MU-alpha-glucoside fluorescence; Potency, µM (titrated, usually from 79.9 µM), without a hit: at the highest dose activity change, negative = inhibition, hits mostly inhibitors; 240,000 compounds, 0.006% hits; AID 2112;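 note: 0% = enzyme with vehicle and -100% = no enzyme basal signal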
#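 Human spleen homogenate (1 ug) with 4-methylumbelliferyl-alpha-D-glucopyranoside (1 mM final) in 50 mM citrate/phosphate pH 5.0, 0.01% Tween-20; 40 min at 37 C. Stopped at pH 10; 4-MU fluorescence Ex 365/Em 440 nm; AC50 by Hill fit.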
# Tau fluor counter: counter-screen for tau fibril formation inhibitors; 280,000 compounds, 0.93% hits; Potency, µM (top dose mostly 57.7 µM), for the others: at the top dose activity change, negative = decrease; AID 1463; tau K18 P301L Alexa594 fluorescence, heparin fibrillization; note: % is set by controls: 0 for no effect and ±100 for the full control effect; nearly all actives have a fitted effect of over 55% in size
#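 Human tau K18 P301L (15 uM unlabeled, 0.24 uM Alexa 594-labeled) in 100 mM sodium acetate pH 7 with 20 uM heparin, 6 hr at 37 C. ThT 30 uM added, 1 hr ambient; Alexa 594 FP and total fluorescence read at 555/632 nm.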
# Tau fibril ThT: blocks human tau fibril formation measured by thioflavin T | P10636 | recombinant tau K18 P301L (four-repeat tau fragment), heparin-induced fibrillization, ThT fluorescence | Potency, µM (top dose mostly 57.4 µM), inactives show at the top dose activity, negative = inhibition, hits mostly inhibitors | 270,000 compounds, 2.1% hits; note: % is set by controls: 0 for no effect and ±100 for the full control effect; nearly all actives have a fitted effect of over 55% in size
# Target sequence (P10636 561-689 P618L limits assumed): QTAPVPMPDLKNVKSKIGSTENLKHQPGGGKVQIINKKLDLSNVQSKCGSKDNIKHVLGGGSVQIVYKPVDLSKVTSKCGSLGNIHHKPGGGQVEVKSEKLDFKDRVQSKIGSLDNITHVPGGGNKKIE
#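 Recombinant human tau K18 fragment […] carrying P301L, 15 uM unlabeled plus 0.24 uM Alexa 594-labeled, was fibrillized with 20 uM heparin in 100 mM sodium acetate pH 7 for 6 hr at 37 C; 30 uM ThT fluorescence read after 1 hr.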
# GAA glycogen: GAA glycogen-cleavage inhibition or activation | Potency, µM (titrated, usually from 76.4 µM), for inactives: at the highest dose activity change, negative = inhibition, actives largely listed as inhibitors | 300,000 compounds, 0.38% hits | P10253 | AID 2100 | recombinant GAA, glycogen substrate, Amplex Red glucose oxidase fluorescence;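 note: 0% = full enzyme reaction and -100% = no-enzyme basal signal; the screen sought inhibitors and activators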
#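 Recombinant human enzyme (4 nM); glycogen substrate; 37 C, 40 min, pH 5.0. Readout: coupled glucose oxidase/Amplex Red fluorescence.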
# Tau FP inhib: inhibitors of human tau fibril formation; P10636; Potency, µM (series often up to 57.7 µM), inactives show top-dose activity, negative = inhibition, usual class: inhibitors; 280,000 compounds, 0.39% hits; AID 1468; K18 P301L tau heparin fibrillization, Alexa594 FP, 6 h; note: % is set by controls: 0 for no effect and ±100 for the full control effect; nearly all actives have a fitted effect of over 55% in size
#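 Steps: dispense K18 P301L tau (15 uM plus 0.24 uM Alexa 594 tracer, final) in pH 7 sodium acetate; add compound; add heparin (20 uM final); incubate 6 hr, 37 C; add ThT (30 uM final); after 1 hr ambient, read FP.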
# HTT ATP protect: Huntington cell model cytoprotection by ATP luminescence; PC12 HTT-Q103 induced, cytoprotection, ATP luminescence, 40 h; Potency, µM (top dose mostly 56.4 µM), for inactives: cytoprotection (ATP increase), most hits filed as activators; 230,000 compounds, 0.14% hits; AID 1471;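 note: % of control where 0% means no effect; nearly all actives have a fitted effect of over 45% in size; toxic huntingtin expression switched on by the ecdysone agonist tebufenozide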
#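 Compounds added alongside 100 nM tebufenozide, which induces toxic Q103 huntingtin exon 1-GFP in stable PC12 cells; surviving cells quantified by luminescent ATP measurement. Medium: phenol red-free DMEM, 5% equine and 5% calf serum.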
# GAA inh: inhibitors of human lysosomal alpha-glucosidase. purified human GAA, 4-MU-alpha-glucoside fluorescence. Potency, µM (titrated, usually from 76.9 µM), for inactives: at the top dose activity change, negative = inhibition, hits mostly inhibitors. 200,000 compounds, 0.005% hits;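 note: plate controls were uninhibited enzyme wells for no effect and no-enzyme background for full effect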
#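 Activity normalized between no-enzyme (basal) and enzyme-only wells. Conditions: 4 nM human enzyme, 400 uM fluorogenic substrate, citrate/phosphate pH 5.0 with Tween-20, 20 min room temperature, compounds up to 77 uM.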
# Numbers without * were called inactive; ? = inconclusive; nt = no result given; [ ] = remark or other dose. Calls come from the whole dose curve; as a rule, active = well fitted curve in the direction sought with a large enough effect; inconclusive = small, poorly fitted or top-dose-only effect, or another doubt; inactive = no such curve, though single readings can be large; an effect the other way counts as inactive or inconclusive. Potency is the fitted concentration of half-maximal effect.
1) Cn1nccc1C(=O)Nc1ccc(OC(=O)c2ccnn2C)cc1
2) COc1ccc(-c2nc(N)n(C(=O)c3ccco3)n2)cc1
3) COc1cc(CN(C(=O)COc2ccc(C)cc2)c2ccccn2)cc(OC)c1OC
4) CNC(=O)c1ccccc1S(=O)(=O)c1ccccc1C#N
5) CCOCCCNC(=O)C1CCN(S(=O)(=O)N2CC(C)CC(C)C2)CC1 (stereo not drawn)
6) Cc1ccc(-n2c(Cc3cccn3C)nnc2SCC(=O)N2CCN(c3ccccc3)CC2)cc1
7) COCCNC(=O)c1onc(CSc2ccccc2F)c1C(=O)O
8) Cc1c(/C(O)=C2/C(=O)C(=O)N(Cc3cccnc3)C2c2ccccn2)cnn1-c1ccccc1 (stereo not drawn)
Screen / compound no.,1,2,3,4,5,6,7,8
aGal spleen mod,6%,-7%,nt,3%,-6%,-2%,11%,-3%
aGlu spleen mod,1%,6%,nt,-2%,-5%,-5%,6%,-5%
Tau fluor counter,-5%,-7%,-7%,0%,0%,-14%,-6%,0%
Tau fibril ThT,-6%,-15%,0%,-1%,-3%,?,-3%,2%
GAA glycogen,-8%,7%,-13%[76.3 µM],-7%,12%,4%,9%,14%
Tau FP inhib,1%,4%,0%,1%,-2%,-14%,-9%,-3%
HTT ATP protect,-14%,-8%,nt,0%,-12%,-30%,-5%,-36%
GAA inh,2%,8%,nt,6%,1%,5%,4%,?

9) CC(Cc1ccccc1)N/C=C1\CC(=O)NC1=O (stereo not drawn)
10) COc1ccc(NC(=S)SC)cc1OC
11) COc1ccc(NC(=O)CC23CC4CC(CC(C4)C2)C3)cn1
12) Cc1ccc(C)c(NC(=O)Cn2c(=O)n(CCCS(=O)(=O)C3CCCCC3)c(=O)c3ccccc32)c1
13) CCCc1cc(=O)oc2c(CN(CC)CC)c(O)c(Cl)cc12
14) C[C@@H](CO)NC(=O)c1ccc2c3n(nc2c1)-c1ccccc1CO3
15) COc1ccc(/C=C2\SC(=O)N(CCNC(=O)C3CC4C=CC3C4)C2=O)cc1 (stereo not drawn)
16) O=C(CSc1ccc(Cl)cc1)NCC1CCCO1 (stereo not drawn)
Screen / compound no.,9,10,11,12,13,14,15,16
aGal spleen mod,10%,2%,2%,nt,?,-5%,-2%,6%
aGlu spleen mod,0%,-1%,-10%,nt,?,2%,-2%,1%
Tau fluor counter,0%,-14%,-18%,-7%,-6%,-7%,-7%,-3%
Tau fibril ThT,-1%,?,-11%,?,1%,-13%,-17%,-5%
GAA glycogen,0%,-5%,4%,-1%[76.3 µM],1%,-9%,7%,-13%
Tau FP inhib,1%,0%,8%,-9%,-8%,0%,8%,-6%
HTT ATP protect,0%,nt,-6%,nt,-1%[10 µM],-92%[inhibitor][10 µM],-20%,6%
GAA inh,-3%,8%,3%,nt,nt,nt,3%,1%

# Part of the list above, bar-delimited:
entry | structure | aGal spleen mod | aGlu spleen mod | Tau fluor counter | Tau fibril ThT | GAA glycogen | Tau FP inhib | HTT ATP protect | GAA inh
8 | Cc1c(/C(O)=C2/C(=O)C(=O)N(Cc3cccnc3)C2c2ccccn2)cnn1-c1ccccc1 (stereo not drawn) | -3% | -5% | 0% | 2% | 14% | -3% | -36% | ?
9 | CC(Cc1ccccc1)N/C=C1\CC(=O)NC1=O (stereo not drawn) | 10% | 0% | 0% | -1% | 0% | 1% | 0% | -3%
10 | COc1ccc(NC(=S)SC)cc1OC | 2% | -1% | -14% | ? | -5% | 0% | nt | 8%
11 | COc1ccc(NC(=O)CC23CC4CC(CC(C4)C2)C3)cn1 | 2% | -10% | -18% | -11% | 4% | 8% | -6% | 3%
12 | Cc1ccc(C)c(NC(=O)Cn2c(=O)n(CCCS(=O)(=O)C3CCCCC3)c(=O)c3ccccc32)c1 | nt | nt | -7% | ? | -1%[76.3 µM] | -9% | nt | nt
13 | CCCc1cc(=O)oc2c(CN(CC)CC)c(O)c(Cl)cc12 | ? | ? | -6% | 1% | 1% | -8% | -1%[10 µM] | nt
14 | C[C@@H](CO)NC(=O)c1ccc2c3n(nc2c1)-c1ccccc1CO3 | -5% | 2% | -7% | -13% | -9% | 0% | -92%[inhibitor][10 µM] | nt
15 | COc1ccc(/C=C2\SC(=O)N(CCNC(=O)C3CC4C=CC3C4)C2=O)cc1 (stereo not drawn) | -2% | -2% | -7% | -17% | 7% | 8% | -20% | 3%
16 | O=C(CSc1ccc(Cl)cc1)NCC1CCCO1 (stereo not drawn) | 6% | 1% | -3% | -5% | -13% | -6% | 6% | 1%

# The listing continues:
17) COc1ccc(C2C3=C(CC(C)(C)CC3=O)Nc3cc4c(cc32)OCO4)cc1 (stereo not drawn)
18) O=C(O)c1cc([N+](=O)[O-])c(NCc2cccnc2)c([N+](=O)[O-])c1
19) CC(C)C[C@@H](CC(=O)N[C@@H](CCCN)CC(=O)N[C@@H]1CCCC[C@H]1C(=O)N[C@H](CC(=O)N[C@@H](CCC(=O)O)CC(=O)O)Cc1c[nH]c2ccccc12)NC(=O)[C@@H]1CCCC[C@H]1N
20) COc1ccc(-c2cc(C(=O)Nc3c(C)nn(Cc4ccccc4Cl)c3C)no2)cc1
21) COc1ccc(CS(=O)(=O)/C(Cl)=C(/Cl)C(=O)Nc2ccc(OC)nc2)cc1
22) COc1cc(NC(=O)c2csc(N)n2)cc(C(=O)Nc2cccc(C(F)(F)F)c2)c1
23) COc1cccc(C(=O)N2CCOCC2)c1OC
24) CC(C)NC(=O)C1=CC(c2ccc3c(c2)OCO3)=NS(=O)(=O)N1C
Screen / compound no.,17,18,19,20,21,22,23,24
aGal spleen mod,21%,-2%,1%,-5%,5%,10%,2%,nt
aGlu spleen mod,-2%,-1%,2%,6%,3%,1%,-2%,nt
Tau fluor counter,?,3%,-15%,-8%,-28%,?,4%,-1%
Tau fibril ThT,-10%,-15%,-9%,-13%,7.9µM*,?,6%,7%
GAA glycogen,?,3%,nt,5%,-8%,-19%,-2%,10%[76.3 µM]
Tau FP inhib,10%,-2%,2%,4%,?,?,4%,6%
HTT ATP protect,-9%,-15%,-11%[1.9 µM],-36%,-26%[10 µM],-40%[10 µM],30%[10 µM],nt
GAA inh,-11%,-2%,nt,0%,-8%,nt,5%,nt

25) CCOC(=O)C1=C(C)NC(=S)NC1c1ccsc1 (stereo not drawn)
26) COc1ccc(C2C3=C(CC(C)(C)CC3=O)N(C)C3=C2C(=O)CC(C)(C)C3)cc1
27) CSCC[C@H](NC(=O)Nc1cccc(C(F)(F)F)c1)C(=O)O
28) COc1cc(C2Oc3ccccc3C=C2[N+](=O)[O-])cc(OC)c1OC (stereo not drawn)
29) CCOC(=O)CN(C(=O)Cn1nnc2ccccc21)C(C(=O)NCCOC)c1ccccc1 (stereo not drawn)
30) COc1cc(C(=O)N2CCN(S(=O)(=O)c3cccs3)CC2)cc(OC)c1C
31) CCn1c2ccccc2c2cc(/C=N/NC(=O)c3ccccc3C)ccc21
32) CCc1n[nH]c(=O)n1Cn1c(CC)n[nH]c1=O
Screen / compound no.,25,26,27,28,29,30,31,32
aGal spleen mod,-13%,?,0%,11%,3%,-8%,3%,6%
aGlu spleen mod,7%,19%,-6%,4%,0%,4%,1%,4%
Tau fluor counter,4%,-9%,1%,-16%,-1%,-3%,-18%,0%
Tau fibril ThT,1%,3%,2%,nt,3%,0%,-16%,3%
GAA glycogen,13%,-3%,-2%,-25%,3%,-5%,-7%,6%
Tau FP inhib,-7%,10%,-3%,4%,-4%,2%,-6%,7%
HTT ATP protect,10%,-3%,-27%[0.074 µM],-5%[10 µM],7%[10 µM],2%,-51%[inhibitor][10 µM],7%
GAA inh,4%,?,-4%,nt,5%,?,-1%,14%

33) CCOC(=O)C(NC(C)=O)(Nc1ccc(S(=O)(=O)Nc2cc(C)nc(C)n2)cc1)C(F)(F)F (stereo not drawn)
34) CCNC(=O)N1CCN(C(=O)NCC)CC1
35) Cc1noc(C)c1S(=O)(=O)N1CCCC(C(=O)Nc2ccc(C(C)C)cc2)C1 (stereo not drawn)
36) CCOC(=O)C1=C(CNCc2ccc(C)cc2)NC(=O)NC1c1cc(C)ccc1C (stereo not drawn)
37) COc1ccc(-c2csc(Cc3nc(O)cs3)n2)cc1
38) Cc1nnc(SC(C)C)n(N)c1=O
39) Cc1ccc(-c2nn(CCC(=O)O)cc2/C=C\C(=O)c2ccc(Br)cc2)cc1
40) CC(=O)Oc1cc2c(cc1Cl)C(c1cccs1)CC1(CC(C)(C)NC(=S)N1)O2 (stereo not drawn)
41) COc1ccc(C(=O)c2ccccc2)c(OCC(=O)NC2CC2)c1
42) O=C(OCCOCCN=C1NS(=O)(=O)c2ccccc21)C1CC(=O)N(c2ccccc2)C1 (stereo not drawn)
Screen / compound no.,33,34,35,36,37,38,39,40,41,42
aGal spleen mod,9%,-4%,nt,1%,2%,-2%,2%,-1%,3%,-7%
aGlu spleen mod,2%,-1%,nt,-23%,nt,-3%,-1%,0%,9%,1%
Tau fluor counter,-8%,0%,-21%,-11%,?,1%,7%,-4%,-10%,0%
Tau fibril ThT,-5%,5%,1%,-19%,?,0%,?,-11%,-5%,2%
GAA glycogen,8%,1%,-1%[76.3 µM],1%,-14%,0%,5%,-1%,6%,1%
Tau FP inhib,-9%,0%,-2%,5%,3%,4%,12%,-4%,-7%,?
HTT ATP protect,9%,-27%,nt,-5%,-31%[inhibitor],-20%,-9%,-6%[10 µM],-45%,-5%
GAA inh,0%,8%,nt,-8%,-1%,-4%,-5%,10%,-6%,6%

# Screens as filed in PubChem.
